High-throughput results from PubChem.
Pf gametocyte – P. falciparum stage V gametocyte viability inhibition; P. falciparum stage V gametocytes, ATP luminescence, 24 h; inhibition, % at 10.9 µM; 150,000 tested, 0.065% active; AID 743093;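 active means inhibition above the mean plus 3 SD of compounds within the control limits, set per campaign, cut at about 38% in these data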;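 further: 0% = DMSO wells and 100% = medium only without gametocytes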
Rab2A wt mod – changes GTP binding to wildtype dog Rab2A, up or down; 190,000 tested, 0.19% active; AID 760; GST-Rab2 wt beads, Bodipy-GTP binding, flow cytometry; P61105; GTP binding activity, % at 10 µM;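 active means GTP binding activity at least 20 points away from 100%, either lowered or raised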;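 further: 0% = beads with excess unlabeled GTP and 100% = no-compound control corrected for plate trend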
Mcl1-Noxa inh – Mcl-1/Noxa interaction inhibition; Q07820; TR-FRET Mcl-1/Noxa peptide binding, 2 h; inhibition, % at 21.7 µM; 220,000 tested, 1.5% active; AID 1022;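 active means compounds that cut the protein-peptide binding signal by more than 50% relative to plate controls in a single-dose test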;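 further: His-tagged Mcl-1 with rhodamine Noxa BH3 peptide and terbium anti-His antibody; 0% = Mcl-1 plus Noxa peptide wells and 100% = peptide-only wells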
ABCG2 block – blocks JC-1 efflux by human ABCG2 transporter | Q9UNQ0 | IgMXP3 cells, flow cytometry | inhibition, % at 6.6 µM | 190,000 tested, 0.1% active | AID 1325;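 active means inhibition above 80%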;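 further: 0% = DMSO and 100% = nicardipine control wells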
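Read-out basis: Efflux inhibition in percent versus controls | Test system: ABCG2 IgMXP3 and barcoded ABCB1 CCRF-Adr cell mix | Quantity: 3 million cells/mL in well | Schedule: 10 min at 25 °C | Control set: Nicardipine as high control, DMSO as low control | Reagent: JC-1 as fluorescent efflux pump substrate | Signal: Flow cytometry of retained JC-1 fluorescence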
Rac1 mut GTP – alters GTP binding to activated mutant human Rac1; P63000; GST-Rac1 activated beads, fluorescent GTP binding, flow cytometry; actives lie on both sides; 100% means binding = to untreated wells; percent activity (GTP binding), % at 10 µM; 190,000 tested, 0.11% active; AID 764;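 active means GTP binding at least 20 percentage points away from the 100% baseline, in either direction, so actives lie on both sides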
Rac1 wt modul – human Rac1 wildtype GTP binding, inhibitors and activators; GST-Rac1 beads, fluorescent GTP binding, flow cytometry; actives lie on both sides; 0 = cold GTP competed, 100 = untreated; GTP binding activity (% of control), % at 10 µM; 190,000 tested, 0.27% active; AID 757;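 active means GTP binding activity at least 20 points away from the 100% control level, either lower or higher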
Cdc42 wt GTP – human Cdc42 wildtype GTP binding change, either direction; P60953; GST-Cdc42 beads, Bodipy-GTP binding, flow cytometry; actives lie on both sides; percent activity (GTP binding), % at 10 µM; 190,000 tested, 0.2% active;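 active means percent activity GTP binding at least 20 points away from the 100% baseline, either down as inhibitor or up as activator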;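 further: median bead fluorescence of bound Bodipy-FL-GTP at 100 nM; 0% = excess unlabeled GTP control and 100% = no compound control; below 100% means less GTP binding so inhibitor and above means activator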
Avidin fluor – compound fluoresces at 488/530 nm on avidin beads | compound fluorescence 488/530 nm, flow cytometry; active compounds read high | AID 1775 | 220,000 tested, 0.38% active | fluorescence (KMESF) at 10 µM; in the data active means fluorescence above about 47; further: inactives centre near 10
Rab7 wt GTP bind – modulators of GTP binding to dog Rab7 wildtype GTPase; GTP binding activity (percent of control), % at 10 µM; 190,000 tested, 0.055% active; GST-Rab7 beads, fluorescent GTP binding, flow cytometry; actives lie on both sides; untreated = 100%, excess cold GTP = 0%;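 active means fluorescent GTP binding to Rab7 beads changed by at least 20 points from the 100% baseline, either direction, mostly lower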;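 further: median green fluorescence of bound Bodipy-FL-GTP per Rab7 bead population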
ABCB1 block – human ABCB1 inhibition, ABCG2 as counter-screen | 190,000 tested, 0.067% active | P08183 | inhibition, % at 6.6 µM | CCRF-Adr cells, JC-1 efflux, flow cytometry | AID 1326; in the data active means inhibition above about 40%;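 further: 0% = vehicle and 100% = reference inhibitor; higher value means more JC-1 retained so stronger ABCB1 efflux block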
HRas wt GTP bind – human HRas wildtype GTP binding, change in either direction. P01112. GTP binding activity, % at 10 µM. 190,000 tested, 0.14% active. GST-Ras wt beads, Bodipy-FL-GTP binding, flow cytometry; actives lie on both sides;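 active means GTP binding activity at least 20% away from the 100% baseline, either lowered as inhibitor or raised as activator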;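 further: 0% = unlabeled GTP competition control and 100% = no-compound control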
* marks the source's active call; other numbers are inactive results; / = not tested or not shown. Hits appear at their usual frequency (roughly 2.3% active in at least one column).

SMILES	Pf gametocyte	Rab2A wt mod	Mcl1-Noxa inh	ABCG2 block	Rac1 mut GTP	Rac1 wt modul	Cdc42 wt GTP	Avidin fluor	Rab7 wt GTP bind	ABCB1 block	HRas wt GTP bind
Cc1ccc(C(=O)CSc2ccc(-c3ccccc3)nn2)cc1	9	95	7	4	94	99	102	14	100	0.0	99
COc1ccc(Cn2c(C(F)(F)F)ccc(C(N)=O)c2=O)cc1	-36	96	15	6	96	98	95	11	97	1.4	96
COc1cc2nc(C3CCC3)n(NC(=O)C(OC(C)=O)c3ccccc3)c(=O)c2cc1OC (stereo not given)	10	97	2	1	100	102	99	4	95	0.3	99
Cn1c(=O)[nH]c(=O)c2c1nc(Br)n2CC(O)COc1ccc(Cl)cc1 (stereo not given)	-11	100	-4	0	98	101	100	9	103	-0.1	99
Cc1cc(NS(=O)(=O)N(C)C)ccc1C(C)C	/	99	13	19	101	103	99	22	97	0.9	100
Cc1ccc(C(=O)O/N=C2\CCCc3ccccc32)cc1	-26	101	9	5	99	108	103	10	103	0.7	104
NC(=O)[C@@H]1CCNc2c(I)cc([N+](=O)[O-])cc2C(=O)N[C@@H](CCC(=O)O)C(=O)N[C@@H](CO)C(=O)N1	/	99	41	1	96	101	96	10	99	0.9	98
O=C(NNC(=O)c1sc2cccc(Cl)c2c1Cl)Nc1ccccc1	/	97	-2	-1	98	101	99	8	96	-0.2	95
CC(=O)NC(=S)Nc1ccc(S(=O)(=O)Nc2nc(C)cc(C)n2)cc1	-2	96	4	1	94	94	93	8	103	-0.6	96
O=C(NNC1=NS(=O)(=O)c2ccccc21)C1CC(=O)N(c2ccccc2)C1 (stereo not given)	-11	99	40	1	98	102	103	11	102	1.0	101
CCc1c(C)sc(NC(=S)Nc2cccnc2)c1C(=O)OC	-1	94	50	0	87	88	86	2	99	-0.8	92
Cn1nnc(C(O)CNCc2cccs2)n1 (stereo not given)	15	108	-85	0	100	104	108	18	110	0.0	107
CCCCC(=O)Nc1cccc(-c2nc3ncccc3o2)c1	6	100	-1	0	101	104	102	35	101	0.1	100
Clc1ccc(Br)cc1-c1nc(-c2ccncc2)no1	/	98	-14	4	97	99	98	5	97	0.1	97
CCC1(C)Cc2ccccc2/C(=C/C(=O)N2CCCCC2)N1 (stereo not given)	/	98	9	2	100	100	100	26	97	0.5	101

Reprinted at random: 4 compounds from above
SMILES	Pf gametocyte	Rab2A wt mod	Mcl1-Noxa inh	ABCG2 block	Rac1 mut GTP	Rac1 wt modul	Cdc42 wt GTP	Avidin fluor	Rab7 wt GTP bind	ABCB1 block	HRas wt GTP bind
COc1cc2nc(C3CCC3)n(NC(=O)C(OC(C)=O)c3ccccc3)c(=O)c2cc1OC (stereo not given)	10	97	2	1	100	102	99	4	95	0.3	99
Cc1ccc(C(=O)O/N=C2\CCCc3ccccc32)cc1	-26	101	9	5	99	108	103	10	103	0.7	104
Clc1ccc(Br)cc1-c1nc(-c2ccncc2)no1	/	98	-14	4	97	99	98	5	97	0.1	97
NC(=O)[C@@H]1CCNc2c(I)cc([N+](=O)[O-])cc2C(=O)N[C@@H](CCC(=O)O)C(=O)N[C@@H](CO)C(=O)N1	/	99	41	1	96	101	96	10	99	0.9	98

Next part.
SMILES	Pf gametocyte	Rab2A wt mod	Mcl1-Noxa inh	ABCG2 block	Rac1 mut GTP	Rac1 wt modul	Cdc42 wt GTP	Avidin fluor	Rab7 wt GTP bind	ABCB1 block	HRas wt GTP bind
O=C1c2cccc3cccc(c23)C(=O)N1CCCN1CCN(c2ccc(F)cc2)CC1	7	93	21	5	93	97	95	21	95	2.6	92
C/C(=N\Nc1nc(C)cc(-c2ccccc2)n1)c1ccc(C)o1	/	100	15	8	100	99	100	16	100	1.0	101
CC1(C)CC(=O)c2cnc(NC(=O)c3ccco3)nc2C1	/	102	/	12	99	102	104	12	99	0.0	102
Cc1ccc(NC(=O)CN(C)CC(=O)Nc2ccccc2C(=O)Nc2ccccc2)cc1	7	96	-14	4	96	94	94	24	103	2.9	98
COC(=O)C(C(=O)OC)c1ccccc1[N+](=O)[O-]	0	105	-4	2	104	110	110	7	106	0.3	107
CCC(=O)Nc1ccc(-c2cc(-c3ccccc3)nc(-c3ccc(NC(=O)CC)cc3)n2)cc1	-14	101	15	-16	101	105	102	22	106	-0.2	101
COc1cccc(C(=O)NC(=S)Nc2ccc(Cl)c(C(=O)O)c2)c1	-17	100	30	2	100	104	104	41	99	0.3	101
CCCS(=O)(=O)c1c(S(=O)(=O)CCC)c2c(N)cccn2c1C(=O)c1ccc(OC)cc1	5	98	9	2	95	100	99	11	101	1.4	99
COc1ccccc1-c1nn2c(=O)cc(C)nc2s1	/	101	7	1	97	99	101	7	102	0.4	102
CCOC(=O)CNC(=O)Nc1nnc(-c2ccc(OCC)cc2)o1	10	95	11	36	95	96	94	35	99	0.2	94
CC1(C)Cc2c(sc3c2C(=O)N(c2ccccc2)C2=NCCN23)CS1	/	102	10	3	100	102	103	11	100	0.7	103
Cn1nc(C(=O)NC2=NCCS2)ccc1=O	6	105	-3	3	96	103	105	17	107	0.9	105
COc1ccc(CNC(=O)/C=C/c2ccco2)cc1OC	-9	102	20	3	104	106	105	11	104	0.1	102
CN(Cc1ccccc1)CC(O)COc1ccc(CNCc2cccnc2)cc1 (stereo not given)	-15	99	-13	2	96	97	92	1	102	2.7	98
COc1ccc(OC(=O)c2ccc(Cl)cc2)c(C(C)=O)c1	-39	99	6	1	96	96	94	4	100	0.2	97
O=C(/C=C/c1ccccc1)NNc1ccc(Cl)cc1	-15	93	-5	-2	96	96	95	6	93	-0.8	94
CCCCC(=O)Nc1cccc(C(=O)Nc2ccccc2C(=O)O)c1	11	92	11	0	89	94	92	10	99	0.1	97
Nc1nonc1C(=O)OCC(=O)N1CCCCC1	/	98	4	0	96	96	97	17	99	0.2	99
COc1cccc(C2CC(c3cccs3)=NN2C(=O)CSC2=NN3CCCC(=O)N=C3S2)c1OC (stereo not given)	/	99	16	2	98	103	98	6	101	9.3	100
O=C(Nc1ccc(CN2CCCCC2)cc1)c1cccc(F)c1	16	97	-1	7	95	100	100	9	108	0.5	100
COc1ccc(CC(=O)Nc2ccc3c(c2)CCC3)cc1S(=O)(=O)N1CCOCC1	14	99	3	3	98	96	97	16	99	1.1	97
Cc1ccc(Nc2c3c(nc4ncnn24)CC(C)CC3)cc1 (stereo not given)	-2	93	14	4	92	93	95	9	99	0.7	96
CC(C)CC1(C(=O)NCc2ccccn2)C=CCN1C(=O)c1ccccc1 (stereo not given)	-24	102	18	-2	102	108	105	10	100	0.5	103
CS(=O)(=O)N1CCC(C(=O)NCCN2CCN(Cc3ccccc3)CC2)CC1	-10	105	20	1	101	104	104	5	103	0.1	102
O=C(NCCCCNC(=O)c1ccccn1)c1ccccn1	/	97	24	2	97	108	95	11	99	0.5	100
O=C(CSc1ccsc1[N+](=O)[O-])N1CCCCC1	-24	102	17	21	97	102	99	8	98	-0.2	98
Cc1cc(C)n(-c2nncn2NC(=O)c2ccc(Cl)cc2O)n1	/	103	-2	0	98	113	103	17	104	0.1	104
Fc1ccc(Oc2ncccn2)c(F)c1	/	99	7	3	94	97	99	3	92	0.6	97
CCOc1ccc(CN2CCN(CC(O)Cn3c4ccccc4c4ccccc43)CC2)cc1 (stereo not given)	-17	97	39	2	98	103	99	12	98	1.0	101
COc1ccccc1Nc1ncccc1C(=O)NCc1ccccc1	-23	102	9	7	102	99	103	8	99	0.7	102
Cc1ccccc1NC(=O)CCN1CCc2ccccc2C1	/	98	10	1	96	98	100	10	100	0.5	96
Cc1nn2c(-c3ccccn3)ccnc2c1Br	-12	96	12	0	91	94	92	9	104	-0.3	95
CC(C)CNC(=S)NNC(=O)c1ccc2c(c1)OCO2	/	99	8	-2	101	104	101	5	101	-2.4	100
CC(C)N(C(=O)CSc1nc2c([nH]1)c(=O)n(C)c(=O)n2C)c1ccccc1	/	99	9	3	97	102	98	7	96	-0.1	98
CCCN(CC(=O)c1cc(C)n(C)c1C)S(=O)(=O)c1cccc(C(F)(F)F)c1	6	100	4	6	98	100	101	29	102	1.0	102
Cc1ccc(-c2nc3ncccc3o2)cc1NC(=O)c1sc2ccccc2c1Cl	/	102	-16	3	96	99	98	22	94	0.2	96
Cc1nc2ccccc2nc1OCc1cccc([N+](=O)[O-])c1	20	97	13	13	97	98	100	7	103	0.7	99
COc1ccc(NC(=O)c2oc3ccccc3c2NC(=O)c2ccc3c(c2)OCO3)cc1	-19	100	-2	4	97	102	99	11	102	0.8	100
N/C(=N\OC(=O)N1CCOCC1)c1ccc(Br)cc1	14	97	5	10	97	97	101	9	96	2.1	99
CC(NC(=O)COC(=O)C1=COCCO1)C12CC3CC(CC(C3)C1)C2 (stereo not given)	-6	101	18	3	98	101	96	9	102	0.9	101
COc1ccc2nc(Cl)c(C3CC(c4ccco4)=NN3C(=O)CCC(=O)O)cc2c1 (stereo not given)	/	98	8	2	101	98	99	5	98	0.3	99
COc1cccc(C(=O)NNC(=O)C(=O)N2CCCCC2)c1	21	94	6	0	94	99	95	9	97	-0.1	97
COc1ccc(N2CCN(Cc3nc4c(c(=O)n(C)c(=O)n4C)n3Cc3cccc(C)c3)CC2)cc1	/	96	-5	-2	96	98	94	4	92	0.3	95
CCOc1cc(NC(=S)NCc2ccco2)c(OCC)cc1NC(=O)C1CC1	-8	100	12	8	99	101	103	15	99	0.4	102
O=C(/C=C/Nc1nccs1)C(F)(F)Cl	/	100	-9	0	98	100	98	8	93	-0.6	94
OCCN(CCO)c1ccc2ccccc2c1	-9	96	38	1	93	89	91	/	99	0.2	95
CC1=C(C)CC(C(=O)N2CCN(Cc3ccc4c(c3)OCO4)CC2)C(C(=O)O)C1 (stereo not given)	28	97	10	0	98	100	97	10	99	0.1	97
Cc1cc(C(=O)OC(C(=O)Nc2ccc(C)c(Cl)c2)c2ccccc2)c(C)o1 (stereo not given)	-23	99	-8	9	100	104	104	13	100	0.0	100
CCOC(=O)CNC(=O)CSc1nc(C)cc(C)c1C#N	/	101	14	1	100	104	103	38	105	0.2	103
CN(C)C(=O)c1ccc(COc2ccccc2Br)o1	/	96	0	5	95	95	99	15	94	-2.8	96
O=c1cc(-c2ccccc2)nc2nc(-c3ccco3)[nH]n12	4	96	17	-1	95	97	93	2	94	-0.3	96
CCC(C)n1c(=N)c(C#N)cc2c(=O)n3cccc(C)c3nc21 (stereo not given)	-4	101	1	34	100	106	101	10	98	0.4	103
O=C(c1ccccc1)N1CCCCC(Sc2nnnn2-c2ccccc2)C1=O (stereo not given)	/	101	-14	8	100	103	102	7	99	2.0	102
Cc1ccc(CS(=O)(=O)CCC(=O)NCC2CCCO2)cc1 (stereo not given)	/	98	-5	1	98	101	101	12	98	0.4	100
